Compound activity deposited in PubChem by several laboratories.
MRP reversal: reversal of MRP1-mediated doxorubicin resistance, primary screen, H69AR cells, doxorubicin co-treatment; differential viability (reversal), % at 10 µM; 85,000 compounds, 0.04% hits; H69AR cells + 2 uM doxorubicin, CellTiter-Glo, 72 h;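 active = viability drop by adding the cancer drug above about 55%, with treated viability meeting a 40% cutoff, limit read from the data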;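 note: viability without doxorubicin minus viability with 2 µM doxorubicin for each compound; larger differential means the compound sensitizes cells more to doxorubicin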
PLAP inhibition: PLAP enzyme inhibitors, biochemical, luminescence, HTS (AID 690). 96,000 compounds, 0.08% hits. Alkaline phosphatase, placental type (Homo sapiens). inhibition, % at 20 µM, or IC50 in µM where a hit was titrated. purified PLAP, luminescent substrate; higher % means a stronger effect; in the data active = a potency from the dose series; inactive = the rest, 99 in 100 with inhibition below about 30%; note: strong numbers were not always called active
IL1B NFkB pot: enhancers of NFkB p65 translocation in HUVEC – imaging, IL-1B stimulus, high-content imaging, primary screen. HUVEC IL-1B NFkB p65 nuclear translocation imaging. activation, % at 2 µM. 94,000 compounds, 0.3% hits. AID 819, 2007;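 active = activation above 40%, about the mean plus 3 SD, also judged a hit on visual image review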;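 note: percent activation is computed from the nuclear over cytoplasmic p65 intensity ratio; values of inactives mirror those of a sister screen read the other way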
NFkB transloc inh: inhibitors of IL-1B driven NFkB p65 nuclear import, primary screen, imaging, HUVEC, IL-1B stimulus, high-content imaging; HUVEC IL-1B NFkB p65 nuclear translocation imaging; inhibition, % at 2 µM; 94,000 compounds, 0.43% hits; AID 796, 2007;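 active = inhibition above about 30% together with a positive call from visual inspection of the well image, limit read from the data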;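 note: nuclear over cytoplasmic p65 intensity ratio measured by imaging; 0% = IL-1B stimulated DMSO wells and 100% = unstimulated DMSO wells; values of inactives mirror those of a sister screen read the other way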
Bcl-B displacement: displacers of TR3 peptide from Bcl-B, primary screen, selectivity assay for Bfl-1 inhibitor project, biochemical, fluorescence polarization | Bcl-2-like protein 10 (Homo sapiens) | FP displacement of FITC-TR3 peptide from Bcl-B; higher % means a stronger effect | one-dose displacement, % at 20 µM; IC50 in µM for titrated hits | 96,000 compounds, 0.11% hits | AID 748, 2007;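 active = displacement above 50% at 20 µM plus a fluorescence interference ratio under 1.5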;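 note: plate controls were wells without compound for no effect and wells lacking Bcl-B protein for full effect; a part of the inactive calls stands beside numbers as strong as those of hits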
MRP reversal cytotoxicity: recorded beside MRP reversal, whose call it bears; viability, %; H69AR cells, CellTiter-Glo, 72 h; measured here: cytotoxicity without doxorubicin
MRP reversal with doxorubicin: also measured in MRP reversal; calls as there; viability, %; measured here: viability with 2 uM doxorubicin; stronger effect = lower value
NFkB transloc inh cell count 2 µM: second read-out of NFkB transloc inh, no call of its own (marks repeat the call); cell count; measured here: cells passing quality filter;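 raw number of nuclei counted in each imaged well without normalization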
IL1B NFkB pot cell count 2 µM: further read-out of IL1B NFkB pot, marked with its call; cell count; measured here: cells passing quality filter
Numbers without * were called inactive; x = not tested or not shown. The list is partial; count on the stated rates, not on these rows.

SMILES	MRP reversal	MRP reversal cytotoxicity	MRP reversal with doxorubicin	PLAP inhibition	IL1B NFkB pot	IL1B NFkB pot cell count 2 µM	NFkB transloc inh	NFkB transloc inh cell count 2 µM	Bcl-B displacement
COC(=O)c1c(C)n(-c2ccc(C)cc2)c2ccc(O)cc12	-24	23	47	1%	29	184	-29	184	7%
Cc1ccc(C(=O)OCc2ccc3c(c2)OCO3)cc1S(=O)(=O)N1CCCCC1	11	86	75	-9%	-6	64	6	64	8%
COc1ccc(OC)c(-n2c(SC)nnc2-c2c[nH]c3ccccc23)c1	32	60	28	19%	x	x	x	x	-1%
O=C(CCN1CCCCC1)NCC1OCCc2ccccc21 (stereo not given)	10	96	86	9%	21	132	-21	132	-2%
COc1ccc(CCn2nnnc2C(C(C)C)N2CCN(c3ncccn3)CC2)cc1OC (stereo not given)	5	94	89	-65%	-7	85	7	85	0%
CCOC(=O)N1CCC(N(CCCOC)C(=O)Nc2cccc(OC)c2)CC1	10	53	43	-4%	-3	91	3	91	-11%
COc1ccc(C(F)(F)F)cc1N/C=C\c1nnnn1-c1ccccc1	x	x	x	0%	11	171	-11	171	-1%
O=P(O)(CN1CCCCC1)CN1CCCCC1	x	x	x	13%	x	x	x	x	0%
CCC(=O)Oc1c(-c2ccccc2)c2nc3ccccc3nc2c2ccccc12	-10	53	62	x	-6	165	6	165	x
O=c1c(O)c(-c2cccs2)oc2ccc(Cl)cc12	-15	54	70	2%	5	113	-5	113	9%
CCOc1ccc2[nH]c(=O)c(CN(CCO)C(=O)c3ccc(Br)cc3)cc2c1	x	x	x	-16%	0	95	0	95	1%
COc1ccc(S(=O)(=O)Nc2cccc(Cl)c2)cc1OC	-1	93	95	-19%	3	140	-3	140	4%
Cc1cc(C)cc(OCCCCCNCCO)c1	7	94	87	x	-4	149	4	149	x
O=S(=O)(c1ccc(Cl)cc1)N1CCCC1c1nc2ccccc2s1 (stereo not given)	x	x	x	9%	-3	144	3	144	-9%
Cc1cccc(NC(=O)Cn2nc(C(F)(F)F)cc2C2CC2)c1	x	x	x	7%	-14	136	14	136	4%
CCOC(=O)c1ccc(NCc2ccc3c(c2)OCO3)cc1	31	104	73	2%	26	133	-26	133	0%
CCN(CC)S(=O)(=O)c1ccc(Cl)c(C(=O)Nc2nncs2)c1	-4	94	98	12%	-6	176	6	176	-4%
Nc1cc(=O)nc(SCC(=O)N(C2CCCCC2)C2CCCCC2)n1-c1ccccc1	x	x	x	-39%	-6	118	6	118	-7%
O=C(O)C1CCCCC1C(=O)Nc1cccc2ccccc12 (stereo not given)	15	83	68	x	17	197	-17	197	x
Cc1ccc2oc(-c3ccc(NC(=O)c4cccnc4)cc3)nc2c1	-39	71	110	-35%	23	187	-23	187	-21%
Cn1c(NC(=O)c2ccc3c(c2)OCO3)cc(=O)n(C)c1=O	12	100	87	x	-1	54	1	54	x
CCOC(=O)Nc1ccc2c(c1)N(C(=O)C(C)N1CCCC1)c1ccccc1CC2 (stereo not given)	-12	90	102	-79%	10	186	-10	186	-4%
CCOC(=O)Cn1nnnc1C(C(C)C)N(Cc1cccs1)Cc1cc2cc(C)ccc2[nH]c1=O (stereo not given)	-12	41	53	-55%	1	161	-1	161	22%
O=C(CN(c1ccccc1F)S(=O)(=O)c1ccccc1)NC1CCCCCC1	6	81	75	22%	12	168	-12	168	6%
Cc1onc(-c2ccccc2)c1C(=O)Nc1ccc(S(=O)(=O)N2CCCCC2)cc1	-12	74	86	-24%	16	63	-16	63	-2%

Further results follow.
SMILES	MRP reversal	MRP reversal cytotoxicity	MRP reversal with doxorubicin	PLAP inhibition	IL1B NFkB pot	IL1B NFkB pot cell count 2 µM	NFkB transloc inh	NFkB transloc inh cell count 2 µM	Bcl-B displacement
CCOc1ccc(C(=O)NC2CCN(C(=O)NCc3ccccc3)CC2)cc1	-5	82	87	-2%	-12	96	12	96	4%
COc1cc(OC)cc(C(=O)N2CCC(N3CCCCCC3)CC2)c1	-2	99	102	x	28	112	-28	112	x
CCC(=O)N[C@@H]1CC(C(C)(C)NC(=O)CC)CC=C1C (stereo not given in full)	8	91	83	15%	-10	107	10	107	2%
COc1ccc(-n2c3c(cc(C(=O)NC4CCSC4=O)c2=O)C(=O)CC(C)(C)C3)cc1 (stereo not given)	-3	77	80	-52%	1	202	-1	202	2%
CC(C(=O)Nc1ccc2nccnc2c1)N1C(=O)C2C3C=CC(C3)C2C1=O (stereo not given)	8	94	86	12%	3	36	-3	36	1%
O=C(CSc1nnc(-c2cccnc2)n1Cc1ccco1)c1ccc(Br)cc1	-7	91	99	-56%	0	175	0	175	5%
O=C(CSc1nc(Nc2ccccc2)nc(N2CCOCC2)n1)N1CCc2ccccc21	x	x	x	7%	22	164	-22	164	-4%
Cn1c(=N)c(S(=O)(=O)c2ccc(Cl)cc2)cc2c(=O)n3ccccc3nc21	-5	70	75	x	-7	128	7	128	x
COc1ccc(/C=C/C(=O)c2c(C)nc3ccccn23)cc1	x	x	x	5%	-17	132	18	132	-6%
Cc1ccc(Cc2cnc(NC(=O)C3CCCO3)s2)cc1 (stereo not given)	11	103	91	-13%	15	141	-15	141	0%
COc1ccc(NC(=S)Nc2ccc(F)cc2)c(OC)c1	x	x	x	x	18	183	-18	183	x
CCC(C)NC(=O)C1c2cc(OC)c(OC)cc2C(=O)N(C)C1c1cccs1 (stereo not given)	x	x	x	-14%	-4	174	4	174	5%
Cc1cccc(C(=O)NC(=S)Nc2ccc(S(=O)(=O)N(C)c3ccccc3)cc2)c1	x	x	x	-2%	-1	167	1	167	7%
Cc1cc(C(=O)Nc2nnc(C3CCCCC3)s2)no1	4	83	79	-6%	1	134	-1	134	-9%
COc1ccc(OC)c(NC(=O)COC(=O)CNC(=O)c2ccc(OC)c(OC)c2)c1	x	x	x	-26%	3	215	-4	215	10%
COc1ccc(CCNC(=O)CCn2cccc2)cc1OC	x	x	x	9%	21	100	-21	100	1%
O=C(Nc1nnc(-c2ccccc2)s1)c1cc(S(=O)(=O)N2CCOCC2)c(Cl)cc1Cl	1	10	9	-8%	10	182	-10	182	0%
Cc1c(NC(=S)NC(=O)C(c2ccccc2)c2ccccc2)cccc1C(=O)O	x	x	x	-13%	5	163	-6	163	7%
CCOC(=O)C(C)Oc1ccc(=O)n(-c2ccccc2)n1 (stereo not given)	13	89	75	-6%	6	185	-6	185	9%
OCC(C#CCN1CCCCC1)NCc1ccccc1 (stereo not given)	5	81	76	-28%	x	x	x	x	-2%
COc1ccc(S(=O)(=O)Nc2ccccc2C(=O)NCc2ccco2)cc1	1	83	82	-28%	9	121	-9	121	2%
CC(C)OC(=O)C1C2C=CC3(CN(CC4CCCO4)C(=O)C13)O2 (stereo not given)	7	97	89	0%	10	129	-10	129	-5%
Cc1[nH]c2ccc(F)cc2c(=O)c1SC(F)(F)C(F)C(F)(F)F (stereo not given)	-4	77	81	2%	3	68	-3	68	-8%
COc1ccc2[nH]c(C(=O)O)c(NS(=O)(=O)c3ccc(Cl)s3)c2c1	5	105	100	-123%	7	111	-7	111	4%
CN(C)C(=O)NC(Nc1ccc(Cl)cc1Cl)C(Cl)(Cl)Cl (stereo not given)	x	x	x	1%	19	192	-19	192	-3%

Next results:
SMILES	MRP reversal	MRP reversal cytotoxicity	MRP reversal with doxorubicin	PLAP inhibition	IL1B NFkB pot	IL1B NFkB pot cell count 2 µM	NFkB transloc inh	NFkB transloc inh cell count 2 µM	Bcl-B displacement
Cc1ccc(C(=O)Nc2cc(C)c(OCC(=O)N3CCOCC3)c(C)c2)cc1	-22	54	76	-7%	13	174	-13	174	6%
CC(C)c1ccc(Nc2cnn(C34CC5CC(CC(CC(=O)O)(C5)C3)C4)c(=O)c2Cl)cc1	13	93	81	8%	-6	121	6	121	8%
COc1ccc(NC(=O)N2CCC(n3nnc4cc(C)ccc43)CC2)cc1	11	84	73	x	-11	104	11	104	x
CN(c1ccccc1)S(=O)(=O)c1ccc(NC(=O)C2CCCCC2C(=O)O)cc1 (stereo not given)	x	x	x	-1%	14	131	-14	131	5%
COc1ccc(OC)c(Nc2ncnc3c2cnn3-c2cccc(C)c2)c1	-26	23	49	x	-6	92	6	92	x
CCOC(=O)c1cc(C(C)=O)c(=O)n(C)c1N	3	92	88	7%	6	121	-6	121	-1%
COc1ccc(NC(=O)c2cnc(C)cn2)c2ncccc12	-4	3	7	-52%	-20	95	20	95	3%
Cc1cccc(Nc2nc(N)nc(CSc3nccn3C)n2)c1	3	99	96	7%	-5	138	5	138	7%
O=c1nc2n(c3ccccc13)Cc1ccccc1-2	18	88	70	6%	x	x	x	x	1%
O=c1oc2ccccc2cc1NCc1ccccc1O	-18	70	89	2%	12	53	-12	53	-1%
O=C(N/N=C/c1ccco1)c1ccc(Br)o1	x	x	x	18%	0	29	0	29	-2%
O=C(Nc1nccs1)c1ccc(CSc2nnnn2-c2ccccc2)cc1	-8	58	67	-5%	37	119	-37	119	-10%
Cc1cccc(-c2nc(CN3CCCC(C(=O)NC4CCCCC4)C3)c(C)o2)c1 (stereo not given)	-28	39	67	-36%	19	64	-17	64	-2%
CCOc1ccccc1Nc1ncnc2c1cnn2-c1ccccc1	-2	86	88	-10%	x	x	x	x	-8%
CC1=NC(C(F)(F)F)(C(F)(F)F)C(C#N)=C(C)N1	7	102	95	14%	6	176	-6	176	-5%
COc1ccc(OC)c(-n2c(CNC3CCN(Cc4ccccc4)CC3)nc3ccccc3c2=O)c1	-13	61	74	-39%	-2	158	2	158	-6%
CC(=O)N1CCC(C(=O)c2ccc(Cl)cc2)CC1	-2	99	101	8%	-1	59	1	59	0%
COc1ccc(C(=O)C(CN2CCOCC2)c2ccccc2)cc1 (stereo not given)	0	0	1	-20%	9	110	-9	110	1%
Cc1ccc(CNC(=O)C2CCCN(S(=O)(=O)c3cnc[nH]3)C2)cc1 (stereo not given)	13	97	84	-16%	-4	60	4	60	2%
CCCCCCC(=O)Nc1cc2c(C)cc(=O)oc2cc1C	-4	84	88	9%	0	163	0	163	-13%
COC(=O)Cc1ccc(NC(=O)c2cccs2)cc1	6	90	84	-7%	-4	76	4	76	-7%
O=C(CCS(=O)(=O)c1ccccc1)Nc1nc2c(s1)COc1ccccc1-2	-3	2	5	-22%	-1	68	1	68	-24%
COc1ccc(C(=O)Nc2nnc(Cc3cccs3)s2)cc1OC	-3	80	82	4%	18	98	-18	98	-7%
CC(C)(C)c1ccc(C(=O)CSc2n[nH]c(=O)[nH]c2=O)cc1	x	x	x	-13%	5	184	-5	184	3%
S=c1[nH]nc(-c2cc(-c3ccco3)[nH]n2)n1-c1ccccc1Cl	-20	40	61	-84%	x	x	x	x	-6%
CC(OC(=O)CN(C)S(=O)(=O)c1ccc(Cl)cc1)C(=O)Nc1ccc(N2CCOCC2)cc1 (stereo not given)	4	102	98	8%	x	x	x	x	3%
Cc1cc(C(=O)NCC2CCCO2)n(-c2ccccc2)n1 (stereo not given)	3	94	92	-8%	-5	182	5	182	15%
